High-throughput results deposited in PubChem BioAssay by several laboratories.
HePTP inhibitor – inhibitors of human HePTP phosphatase, primary screen, biochemical, absorbance, leukemia target; recombinant HePTP phosphatase activity, OD absorbance; inhibition, % at 20 µM; 110,000 compounds, 0.64% hits; AID 521, 2006; in the data active = inhibition above about 50%;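 note: plate controls were vehicle for no effect and reference inhibitor for full effect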
Target sequence (P35236 whole entry, looked up): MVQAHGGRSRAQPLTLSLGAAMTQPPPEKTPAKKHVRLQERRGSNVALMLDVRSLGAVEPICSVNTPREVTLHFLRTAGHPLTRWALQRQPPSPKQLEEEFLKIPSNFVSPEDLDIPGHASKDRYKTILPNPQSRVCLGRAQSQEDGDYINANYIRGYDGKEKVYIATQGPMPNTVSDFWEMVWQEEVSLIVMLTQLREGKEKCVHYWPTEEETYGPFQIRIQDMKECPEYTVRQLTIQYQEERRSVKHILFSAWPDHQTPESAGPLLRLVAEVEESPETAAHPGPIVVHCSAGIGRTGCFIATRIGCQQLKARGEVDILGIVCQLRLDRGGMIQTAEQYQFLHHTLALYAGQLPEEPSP
BAP1 block – inhibitors of BAP1 deubiquitinase, primary screen, biochemical, Ub-AMC fluorescence, kinetic. AID 436, 2006. activity remaining (% of control), % at 20 µM. 72,000 compounds, 0.48% hits. recombinant BAP1, Ub-AMC hydrolysis fluorescence kinetic; active compounds read low;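 active = activity remaining at or below 50% of control, provided the compound also passes the data quality filters; inactive = the rest, including low values that fail the filters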;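 note: 100% = DMSO wells rate and 0% = substrate alone blank rate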
Target sequence (Q92560 whole entry, looked up): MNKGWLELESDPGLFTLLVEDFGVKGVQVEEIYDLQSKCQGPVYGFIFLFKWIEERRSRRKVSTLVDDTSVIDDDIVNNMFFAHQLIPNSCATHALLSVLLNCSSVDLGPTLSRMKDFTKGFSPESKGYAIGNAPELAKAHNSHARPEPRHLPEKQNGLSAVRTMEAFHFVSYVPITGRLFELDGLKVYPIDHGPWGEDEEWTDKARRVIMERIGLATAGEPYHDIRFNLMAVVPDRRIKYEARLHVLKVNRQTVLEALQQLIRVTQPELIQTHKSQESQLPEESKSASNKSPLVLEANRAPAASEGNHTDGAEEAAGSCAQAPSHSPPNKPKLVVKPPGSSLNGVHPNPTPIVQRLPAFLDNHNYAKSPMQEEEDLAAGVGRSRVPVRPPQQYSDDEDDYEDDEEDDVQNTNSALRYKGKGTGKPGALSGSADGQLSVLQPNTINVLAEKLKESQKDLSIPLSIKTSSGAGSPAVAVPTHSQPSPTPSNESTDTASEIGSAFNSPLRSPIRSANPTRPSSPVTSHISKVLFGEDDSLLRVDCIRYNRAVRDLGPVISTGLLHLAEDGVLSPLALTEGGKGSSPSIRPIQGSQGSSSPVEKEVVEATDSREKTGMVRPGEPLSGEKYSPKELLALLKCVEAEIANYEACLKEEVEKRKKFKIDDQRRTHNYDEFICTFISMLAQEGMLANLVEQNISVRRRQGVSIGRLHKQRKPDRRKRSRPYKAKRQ
The depositor's hits bear a star; . = no result given; & = joins results of further samples.

Every second line gives: HePTP inhibitor, BAP1 block
- CN(C)/C=C1/Sc2ccccc2C1=O
→ -8.5, .
- O=C(c1ccccc1)c1ccc2nc(N3CCN(C(=O)c4ccco4)CC3)c3nncn3c2c1
→ 6.3, 66.2
- CCOC(=O)c1c(NC(=O)C23CC4CC(CC(C4)C2)C3)sc(C(=O)Nc2ccccc2F)c1C
→ -2.7, .
- Cc1ccc(-c2nc3cccnc3s2)cc1NC(=O)c1ccco1
→ ., 91.5
- CN(Cc1ccccc1)S(=O)(=O)c1ccc(C(=O)Nc2nnc(C3CC3)o2)cc1
→ 9.7, 103.8
- O/N=C1\CC(O)Cc2nonc21 (stereo not drawn)
→ 2.8, 113.7
- COc1ccc(S(=O)(=O)Nc2ccc3c(c2)OCO3)cc1Cl
→ 9.9, 88.1
- CC1=NN(c2ccccc2)C(=O)/C1=C\c1cccnc1
→ -6.6, .
- CC(C)(C)c1csc(NC(=O)Cn2c(=O)oc3ccccc32)n1
→ -4.5, 98.6
- CCCN1CCN(c2ncnc3c2nnn3Cc2ccccc2)CC1
→ 2.9, 100.8
- Cc1cccc(C)c1OCC(O)CNS(=O)(=O)c1ccccc1C(=O)N1CCCCC1 (stereo not drawn)
→ 3.7, 132.2
- COc1ccc(CCNC(=O)CN(c2ccc(C)cc2)S(=O)(=O)c2c(C)noc2C)cc1OC
→ 4.3, 106.1
- CCNC(=O)C1CC(=O)N(c2ccc(Br)cc2)C1 (stereo not drawn)
→ 1.3, 76.7
- O=[N+]([O-])c1ccc(C=Nc2ccc3c(c2)Cc2cc([N+](=O)[O-])ccc2-3)cc1
→ -0.1, .
- COc1cccc(C2/C(=C(\O)c3ccc(Cl)cc3)C(=O)C(=O)N2c2cccnc2)c1 (stereo not drawn)
→ -1.8, .
- CCCOc1ccc(S(=O)(=O)NCCCN2CCOCC2)c2ccccc12
→ 8.0, 147.1
- C/C(=N\NC(=O)CNC(=O)COc1ccccc1)c1ccccc1
→ -15.2, .
- CN(c1ccccc1C(=O)Nc1ccccc1C(=O)NCc1ccco1)S(C)(=O)=O
→ 11.2, 77.5
- Cc1cc(/C=N/n2cnnc2)c(C)n1-c1ccc(Cl)cc1
→ 3.1, .
- CC1CC(C)CN(C(=O)C2CCCN(S(=O)(=O)c3cccc4nonc34)C2)C1 (stereo not drawn)
→ 7.3, 80.5
- O=C(CSc1ncc(C(F)(F)F)cc1Cl)N1CCN(S(=O)(=O)c2ccccc2)CC1
→ -5.2, 51.9
- Cc1noc(C)c1S(=O)(=O)N(CC(=O)Nc1ccc2c(c1)OCO2)c1ccc(C(C)C)cc1
→ -5.6, 66.3
- COc1cccc(C(=O)N2N=C(c3cccc([N+](=O)[O-])c3)CC2(O)C(F)(F)F)c1 (stereo not drawn)
→ 8.0, .
- CCC1Sc2ccccc2N(CC(=O)NCc2ccc3c(c2)OCO3)C1=O (stereo not drawn)
→ 1.9, 84.2
- CCCC(=O)Nc1nnc(-c2ccco2)s1
→ -4.3, 101.4
- Cc1cc(-c2cccs2)n[nH]1
→ 7.2, 95.3
- CCN1CCN(c2c(Cl)cccc2NC(=O)c2ccc3c(c2)OCCO3)CC1
→ 6.7, 84.0
- COc1cc(C(=O)Nc2nc(-c3ccc4c(c3)OCO4)cs2)cc(OC)c1OC
→ ., 177.4
- COc1ccc(N(CC(=O)Nc2ccc(OC)cc2OC)S(C)(=O)=O)cc1
→ 11.8, .
- Cc1cccc(N2CCN(S(=O)(=O)c3ccc([N+](=O)[O-])cc3)CC2)c1C
→ 3.7, .

Every second line gives: HePTP inhibitor, BAP1 block
- O=C(CSc1ccc(Cl)cc1)OCc1nnc(-c2ccccc2)o1
→ 6.6, 92.6
- CCOC(=O)N1CCN(C(=O)c2oc(=O)c3ccccc3c2-c2ccc(C)cc2)CC1
→ 4.9, 93.9
- N#CCCN(C(=O)CSc1ccc2c(c1)OCCO2)c1ccccc1
→ 7.4, 114.5
- CCN1CCN(C(=O)C2c3cc(OC)c(OC)cc3C(=O)N(C)C2c2ccc(SC)cc2)CC1 (stereo not drawn)
→ 11.7, .
- O=S(=O)(O)c1cccc2c(N=Cc3cc(Cl)cc(Cl)c3O)cccc12
→ -17.3, .
- O=C(NCCc1nc2ccccc2[nH]1)c1cccc(Br)c1
→ 9.0, .
- Cc1cc(NC(=O)c2ccc(Br)o2)ccc1NC(=O)c1ccccc1
→ -0.6, .
- Cc1ccc(-c2nn(CC(=O)NCc3ccco3)c(=O)c3ccccc23)cc1
→ -4.3, 81.6
- N#Cc1ccccc1N=C1C(=O)Nc2ccccc21
→ 8.1, .
- O=C(O)c1ccc(Cl)c(-c2ccc(/C=N\Nc3ccc([N+](=O)[O-])cn3)o2)c1
→ 53.8*, .
- O=C(NC(=S)Nc1ccc(C(=O)N2CCOCC2)cc1)c1cccs1
→ -1.0, .
- NC(=O)Cc1ccc2sc(-c3ccccc3)nc2c1
→ 8.2, .
- COC(=O)c1ccc(C2Nc3ccc4ccccc4c3C3=C2CC(C)(C)CC3=O)cc1 (stereo not drawn)
→ 6.6, .
- COc1ccccc1NC(=O)C(=O)NNC(=O)c1cccs1
→ 4.7, .
- O=C(CSc1nc2ccccc2o1)c1cc2ccccc2oc1=O
→ -7.8, 56.3
- COc1ccccc1N(CC(=O)Nc1cccc(Br)c1)S(=O)(=O)c1ccccc1
→ -7.2, .
- Cc1ccc(OCc2nnc(SCC(=O)N3CCOCC3)n2C)cc1
→ 2.1, 87.8
- Cc1ccc(-c2csc(NC(=O)C(F)(F)F)n2)cc1C
→ 8.8, .
- O=C(O)c1cc2nc3c(c(C(F)(F)F)n2n1)CCc1ccccc1-3
→ 6.5&-11.9, 89.4
- CCCCC(=O)c1c(C)cc(C)[nH]c1=O
→ 3.7, 111.5
- Cc1ccc(N2C(=O)C3C4C=CC(C5CC45)C3C2=O)cc1C (stereo not drawn)
→ 6.1, .
- COc1ccc(CNc2nc3c(c(=O)[nH]c(=O)n3C)n2Cc2ccccc2C)cc1
→ 0.8, 74.4
- Cc1ccc2c(COC(=O)C3=COCCO3)cc(=O)oc2c1
→ -9.9, 101.9
- CC1=C(C(=O)OCc2ccccc2)C(c2cccc(Cl)c2)C2=C(CCCC2=O)N1 (stereo not drawn)
→ -9.1, .
- Cc1ccc(S(=O)(=O)c2nc(-c3ccc(F)cc3)oc2SCC(=O)NCC2CCCO2)cc1 (stereo not drawn)
→ 7.7, .
- CC1(C)NC(=O)N(CCCOc2ccc(Br)cc2Cl)C1=O
→ 16.0, 103.9
- Cc1nc2nc(C)c(CCC(=O)N3CCOCC3)c(C)n2n1
→ -0.1, 98.8
- COc1ccc(S(=O)(=O)N/N=C/c2cc3c(cc2Br)OCO3)cc1
→ -18.2, .
- CCc1ccc2[nH]cc(C(=O)O)c(=O)c2c1
→ -2.1, .
- CCc1cccc(C)c1NC(=O)CSc1nc2ccccc2n1CC(=O)N(C)C
→ 3.4, 86.2

smiles,HePTP inhibitor,BAP1 block
COc1ccc(CCNC(=O)/C=C/c2ccc(C)cc2)cc1,-12.1,.
O=C(NC(NC(=S)Nc1ccc(Cl)cc1Cl)C(Cl)(Cl)Cl)c1ccccc1F (stereo not drawn),4.4,.
O=C(CSC1=NCCS1)Nc1ccnc2ccccc12,-4.7,91.2
CCOC(=O)C(C)Sc1nnc(CNC(=O)c2ccc(OC)cc2)n1C1CCCCC1 (stereo not drawn),7.9,102.7
O=C(NCCn1ccc2ccccc21)c1ccc(S(=O)(=O)N2CCCCC2)cc1,6.7,78.5
Cc1c(C(=O)NCc2ccc3c(c2)OCO3)cccc1[N+](=O)[O-],5.7,.
Cc1ccc(Nc2nc3c([nH]2)c(=O)[nH]c(=O)n3C)cc1,.,67.6
O=C(c1ccc(I)cc1)N1CCN(c2ccc([N+](=O)[O-])cc2)CC1,-12.7,.
CC1CCCC(C)C1NC1=C(Cl)C(=O)c2ccccc2C1=O (stereo not drawn),-15.1,.
O=C(Nc1cccc(Br)c1)c1cccs1,-16.5,.
CCc1cccc(C)c1NC(=O)c1ccoc1C,20.4&-13.5,118.4
COc1ccc(N(CC(=O)N2CCCC2)S(=O)(=O)c2ccc(C)cc2)cc1OC,-1.0,.
Cc1ccc(C(=O)CCNc2ccc(I)cc2)o1,4.7,.
Cc1cc(NC(c2cccnc2)c2c(C)[nH]c3ccccc23)no1 (stereo not drawn),3.8,129.9
O=C(Nc1cccc2ncccc12)c1sc2ccccc2c1Cl,-19.5,.
CCOC(=O)C1=C(C)NC2=C(C(=O)CCC2)C1c1ccsc1 (stereo not drawn),4.4&-6.6,86.6
COc1ccc(N2CCN(CC(=O)Nc3cc(C)on3)CC2)cc1,0.1,91.7
O=C(NC(=S)Nc1ccc2oc(-c3cccc4c(Br)cccc34)nc2c1)c1ccco1,5.0,.
CC(NC(=O)Cc1ccccc1)C1COc2ccccc2O1 (stereo not drawn),-2.9,.
C(=NC1=NN(c2ccccc2)CC1)N1CCOCC1,8.6,.
O=C(c1cc(-c2ccc(O)cc2)on1)N1CCc2ccccc2C1,-7.9,87.8
COC1(/C(N)=C/C(=O)c2ccccc2)CCCCC1,7.2,.
CC(C)(CSc1nncn1N)NS(=O)(=O)c1ccc(Cl)cc1,-4.2,117.3
O=C(NCc1ccc2c(c1)OCO2)c1ccc(CS(=O)(=O)c2cccc(C(F)(F)F)c2)o1,0.6,93.8
Cc1nnc(SCC(=O)NCc2cccs2)n1-c1ccccc1,5.2,96.1
COC(=O)C1=C(C(=O)OC)SC(=C2C(=S)C(C)(C)N(C(=O)c3cccc([N+](=O)[O-])c3)c3ccc(OC)cc32)S1,-6.7,.
O=C(c1cccs1)N1CCC(c2nc(-c3ccc(S(=O)(=O)N4CCOCC4)cc3)no2)CC1,6.3,97.3
Cc1ccc(C)n1-c1cc(C(=O)O)ccc1O,103.2*,.
COc1ccc(CC(=O)N2N=C(C)CC2(O)c2ccc(Br)cc2)cc1OC (stereo not drawn),-0.2,.
O=C(Nc1cc(C(F)(F)F)ccc1N1CCCCC1)c1cccc([N+](=O)[O-])c1,5.6,.

4 structures out of the list, ordered by formula weight, highest first:
smiles,HePTP inhibitor,BAP1 block
CCOC(=O)C(C)Sc1nnc(CNC(=O)c2ccc(OC)cc2)n1C1CCCCC1 (stereo not drawn),7.9,102.7
COc1ccc(N(CC(=O)N2CCCC2)S(=O)(=O)c2ccc(C)cc2)cc1OC,-1.0,.
COc1ccc(CCNC(=O)/C=C/c2ccc(C)cc2)cc1,-12.1,.
CCc1cccc(C)c1NC(=O)c1ccoc1C,20.4&-13.5,118.4

(next part)
smiles,HePTP inhibitor,BAP1 block
Cn1c(/N=C/c2ccc3c(c2)OCO3)nc2ccccc21,-2.3&-15.8,80.7
CCOc1ccc(NC(=O)CCN2CCN(S(=O)(=O)c3cc(Cl)ccc3OC)CC2)cc1,-2.6,106.7
CCCC1CC(c2csc(N)n2)CCO1 (stereo not drawn),-11.2,99.7
Cc1cc(C)c(C#N)c(SCC(=O)Nc2ccc(S(=O)(=O)Nc3onc(C)c3C)cc2)n1,11.2,86.8
Cc1sc(N=Cc2ccc(O)cc2)c(C#N)c1C,.,65.3
O=C(Nc1ccc2c3c(cccc13)CC2)c1ccc(S(=O)(=O)N2CCc3ccccc3C2)cc1,.,204.6
CC1CN(c2oc(Cc3cccc4ccccc34)nc2C#N)CC(C)O1 (stereo not drawn),-8.4,85.3
N#CSCCCOc1ccc(Br)cc1,2.9,.
COC(=O)c1ccc(-n2c(C)cc(/C=C3\NC(=S)NC3=O)c2C)cc1,5.7,.
O=C(c1cccs1)N1CCCc2ccccc21,13.5&-1.5,93.7
O=C(CCN1C(=O)/C(=C\c2cccs2)SC1=S)N1CCOCC1,-5.3,.
O=c1c2ccccc2nc(SCc2cn3ccsc3n2)n1-c1ccc(F)cc1,8.1,85.2
COc1ccc(S(=O)(=O)Nc2ccc(I)cc2)cc1OC,2.3,.
Cc1cc2nn(-c3ccccc3)nc2cc1NC(=O)c1cccc(Cl)c1,.,271.1
CCCCOC(=O)C1=C(C)NC2=C(C(=O)CC(c3ccccc3)C2)C1c1ccco1 (stereo not drawn),-18.2,.
O=C(NCCCn1ccnc1)C(F)(F)C(F)(F)C(=O)NCCCn1ccnc1,7.9,106.2
COc1cc(S(=O)(=O)N2CCOCC2)c(OC)c(S(=O)(=O)N2CCOCC2)c1,-3.9,107.7
CCOc1ccc(Cc2n[nH]c(=S)n2N)cc1,15.8,.
CCOC(=O)N1CCN(C(=O)c2ccc3nc(N4CCC(C)CC4)sc3c2)CC1,12.0,104.6
CCOc1ccc(Br)cc1/C=C1/C(=O)NN(c2ccccc2)C1=O,-1.2,.
O=C(c1cccc(Cl)c1)N1CCN(Cc2cccnc2)CC1,11.5,.
CC(Oc1ccc(Cl)cc1Cl)C(=O)N1CCN(Cc2ccccc2)CC1 (stereo not drawn),7.4,.
COCCn1c(SCC(=O)Nc2ncc(Cl)c(C)c2Cl)nc2ccccc21,9.9,110.9
O=C1c2ccccc2NC(c2ccc3c(c2)OCO3)N1O (stereo not drawn),11.6,88.4
C=C(C)c1cccc(C(C)(C)NC(=O)NCC2COCCO2)c1 (stereo not drawn),7.5,98.5
Cc1ccc2c(c1)c(-c1ccccc1)c(-c1ccccc1)n2CC(O)CN1C(=O)CSC1=O (stereo not drawn),1.1,.
O=C(Nc1ccccc1)c1ccc(NCc2ccco2)c(S(=O)(=O)N2CCOCC2)c1,6.8,65.7
O=C(O)CCC(=O)N1CCN(C(=O)c2ccco2)CC1,.,62.3
O=[N+]([O-])c1cccc(C2=Nc3ccc([N+](=O)[O-])cc3ON2)c1,-0.4,.
Cc1ccc(C(=O)NCc2ccc3c(c2)OCO3)cc1S(=O)(=O)N1CCCCC1,-5.1,146.5
Fc1ccc(CSc2nnc(-c3cnccn3)n2Cc2ccco2)cc1,11.5,92.0
COC(=O)C1=C(C)N(c2ccc(OC)cc2)C(=O)/C1=C\c1ccc(O)cc1,9.3,.

Not a hit list; any-hit rate near 0.79%.
